# Rev-erbA mod = modulates human Rev-erb alpha binding to DNA; hit rate 0.79% among 370,000; activity, % at 10 µM; Rev-erbα–FITC-DNA binding, fluorescence polarization, 90 min; AID 1259318;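 active means activity above about 14%, limit read from the data; passing the limit was not always enough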;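 further: 0% = DMSO wells with 35 nM protein and 100% = DMSO wells with 750 nM protein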
# PG9 binder = small molecules binding HIV-1 gp120 antibody PG9. TR-FRET gp120-PG9 antibody binding. inhibition, % at 6.7 µM. hit rate 0.43% among 360,000; in the data active means inhibition above about 8.5%
# SMARCA2 activ = SMARCA2 function activation, primary screen. MG213 cells, MMTV-luciferase reporter, dexamethasone, overnight. activation, % at 9.1 µM. hit rate 1% among 370,000. AID 652017; in the data active means activation above about 7.8%;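 further: 0% = vehicle wells and 100% = reference activator wells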
# ASAP1 inh = blocks human ASAP1-stimulated Arf1 GTP hydrolysis; Q9ULH1; GDP FP detection; inhibition, % at 16.5 µM; hit rate 0.19% among 360,000; AID 624377; in the data active means inhibition above about 25%;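 further: 0% = vehicle with enzyme and substrate and 100% = no enzyme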
# ABHD4 inh = ABHD4 (mouse) inhibition, primary FP screen | purified mABHD4, FP-Rh probe fluorescence polarization | Q8VD66 | inhibition, % at 8.92 µM | hit rate 0.54% among 370,000;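 active means inhibition exceeding the mean over every tested compound plus 3 SD, cut at about 30% in these data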;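 further: 0% = plate median of compound wells and 100% = S159A mutant with DMSO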
#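 Material: mouse ABHD4 enzyme, wild type; Benchmarks: S159A mutant high control, sample median low control; Buffer or medium: HEPES pH 7.0, NaCl, Pluronic buffer; Signal: fluorescence polarization; Read-out: percent inhibition of probe binding, normalized to plate controls; Timing: pre-incubation 45 min, probe exposure 60 min, at 25 °C; Dosing: 8.92 µM, single dose.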
# GC-B act = GC-B (human) receptor activation; HEK293-GC-B cells, CNP EC30, cGMP TR-FRET; 0% at EC30 CNP, 100% saturating CNP; activation, % at 10 µM; AID 1920062; hit rate 0.11% among 370,000;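 active means activation at 10 µM reaching about 35% in either raw or pattern-adjusted values, limit read from the data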
# Target sequence (P20594 whole entry, looked up): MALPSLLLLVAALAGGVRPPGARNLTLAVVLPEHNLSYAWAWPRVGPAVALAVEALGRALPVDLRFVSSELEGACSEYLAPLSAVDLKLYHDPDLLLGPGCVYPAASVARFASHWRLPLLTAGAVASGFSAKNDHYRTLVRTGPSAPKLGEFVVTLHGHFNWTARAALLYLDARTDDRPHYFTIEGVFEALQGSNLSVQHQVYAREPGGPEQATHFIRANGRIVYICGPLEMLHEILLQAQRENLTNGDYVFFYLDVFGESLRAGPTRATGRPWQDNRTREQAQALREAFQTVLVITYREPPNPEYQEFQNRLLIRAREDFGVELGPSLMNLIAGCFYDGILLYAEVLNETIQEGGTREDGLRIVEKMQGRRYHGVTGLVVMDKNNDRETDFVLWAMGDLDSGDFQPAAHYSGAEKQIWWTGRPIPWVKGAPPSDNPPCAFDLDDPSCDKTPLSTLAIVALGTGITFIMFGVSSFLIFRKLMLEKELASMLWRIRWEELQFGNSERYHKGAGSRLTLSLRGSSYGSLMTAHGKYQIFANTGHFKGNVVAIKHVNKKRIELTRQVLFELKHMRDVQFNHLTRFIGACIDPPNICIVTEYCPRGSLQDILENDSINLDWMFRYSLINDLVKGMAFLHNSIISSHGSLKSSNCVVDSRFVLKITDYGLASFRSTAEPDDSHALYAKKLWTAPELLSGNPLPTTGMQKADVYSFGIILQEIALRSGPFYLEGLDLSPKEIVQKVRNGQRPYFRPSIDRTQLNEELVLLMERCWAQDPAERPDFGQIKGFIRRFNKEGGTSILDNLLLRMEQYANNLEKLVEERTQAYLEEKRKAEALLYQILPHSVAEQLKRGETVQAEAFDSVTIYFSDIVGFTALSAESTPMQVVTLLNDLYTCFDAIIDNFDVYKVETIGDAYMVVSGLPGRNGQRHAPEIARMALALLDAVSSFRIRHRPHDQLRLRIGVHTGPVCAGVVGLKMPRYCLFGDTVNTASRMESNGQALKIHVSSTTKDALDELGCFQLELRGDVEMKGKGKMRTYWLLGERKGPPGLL
# rCAG binder = r(CAG) repeat RNA binding; AID 651821; hit rate 1.3% among 370,000; TO-PRO-1 dye displacement fluorescence; inhibition, % at 3 µM;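 active means inhibition above the plate cutoff, the mean of all test compounds on that plate plus 3 SD, cut at about 35% in these data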;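 further: 0% = DMSO alone and 100% = 100 µM mitoxantrone as full dye displacement; higher means more dye released from RNA so lower well fluorescence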
# ARFGAP1 inhibitor = inhibitors of rat ARFGAP1 | Arfgap1-stimulated ARF1 GTP hydrolysis, GDP FP detection | inhibition, % at 16.5 µM | hit rate 0.26% among 360,000;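 active means inhibition above a per-plate limit, mean inhibition of low control wells plus 3 SD, cut at about 25% in these data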;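 further: 0% = DMSO wells with enzyme and 100% = wells lacking Arfgap1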
#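 material = rat Arfgap1 catalytic domain, aa 1-136 | also added = human ARF1(Δ1-17)-GTP substrate | compound dosing = one concentration, 16.5 µM, DMSO 1.26% | times = GTP hydrolysis reaction 2 h at 25 °C | measured by = FP, GDP Alexa 633 tracer displaced from anti-GDP antibody, 620/688 nm | evaluation = percent inhibition of Arfgap1-stimulated GTP hydrolysis | replication = single well per compound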
# HTRA1 inhibitor = HTRA1 (human) protease inhibition; recombinant HTRA1, FP-rhodamine activity-based probe, fluorescence polarization; hit rate 0.5% among 340,000; Q92743; inhibition, % at 5.96 µM; AID 504803; in the data active means inhibition above about 36%;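 further: 0% = enzyme with DMSO and 100% = wells lacking enzyme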
# NPR1 activator = GC-A (human) enzyme activation. HEK293 GC-A cells, cGMP TR-FRET, EC30 ANP; 0% at EC30 ANP, 100% saturating ANP. activation, % at 10 µM. hit rate 0.14% among 370,000. AID 1671463; in the data active means activation above about 40%
# * = called active by the depositor; x = not tested or not shown.
SMILES,Rev-erbA mod,PG9 binder,SMARCA2 activ,ASAP1 inh,ABHD4 inh,GC-B act,rCAG binder,ARFGAP1 inhibitor,HTRA1 inhibitor,NPR1 activator
O=C(Nc1oc2ccccc2c(=O)c1-c1ccc(Cl)cc1)c1ccco1,-6,1.0,-3,-9,4,6,7,-4,-1,2
O=C(Nc1ccn(CCCNCc2cccc3ccccc23)c(=O)n1)OCc1ccccc1,-4,-1.1,-2,-6,6,-7,8,13,-20,-1
O=C1c2cccc(OCC(=O)N3CCCc4ccccc43)c2CCN1Cc1ccccc1,5,-2.2,-2,-3,-5,7,3,0,-2,2
Cn1c(=O)c2c(ncn2CC(=O)OCC(=O)c2ccc(F)c(F)c2)n(C)c1=O,8,-1.2,6,18,0,3,4,6,3,1
Cc1ccc(C(=O)OCC(=O)N(C)C2CCS(=O)(=O)C2)cc1S(=O)(=O)N1CCOCC1 (centres undefined),-2,2.7,1,3,5,4,-1,-2,-4,3
O=C(NCc1cc(C(F)(F)F)ccc1Cl)c1cccc2c1C(=O)c1ccc(N3CCOCC3)cc1S2(=O)=O,-22,-1.4,0,-5,5,3,1,-7,1,-1
NNC(=O)CSc1cccc2cccnc12,6,0.9,-1,6,-1,2,3,10,-12,0
C[C@@H]1CC=C[C@H]2[C@H]1C(=O)N(Cc1ccccc1)[C@H]2c1ccc(-c2ccoc2)cc1F,-1,1.6,-2,15,-10,-11,10,-4,-42,-5
O=C(CCCc1ccccc1)NCCc1ccccc1,2,2.0,1,3,-2,0,-1,-10,7,2
O=C(CSc1ccc(-c2cccnc2)nn1)Nc1ccc(F)cc1,-3,-0.1,-2,13,-4,-1,-1,5,-1,-3
Cc1[nH]c2ccccc2c1C(=O)CSc1nc2cc(S(=O)(=O)N3CCCCC3)ccc2o1,-1,-2.4,-3,-5,-5,5,11,8,-43,-5
COc1ccccc1CNC(=O)C1CCCC1,1,1.6,-1,7,-5,4,-4,1,-2,-6
Cc1oc(-c2ccccc2F)nc1CS(=O)(=O)CC(=O)NCCCN1CC(C)CC(C)C1 (centres undefined),-4,0.4,-3,1,-1,0,2,-1,0,-6
CCSc1nnc(NC(=O)c2cc3c(s2)CCCC3)s1,33*,12*,-1,-1,5,-2,1,9,1,4
COc1ccc(-c2nc(SC)n(C(=O)c3ccco3)n2)cc1,1,0.2,-1,16,6,5,2,5,-3,-1

# The last two records of the section before come first, to join the parts:
SMILES,Rev-erbA mod,PG9 binder,SMARCA2 activ,ASAP1 inh,ABHD4 inh,GC-B act,rCAG binder,ARFGAP1 inhibitor,HTRA1 inhibitor,NPR1 activator
CCSc1nnc(NC(=O)c2cc3c(s2)CCCC3)s1,33*,12*,-1,-1,5,-2,1,9,1,4
COc1ccc(-c2nc(SC)n(C(=O)c3ccco3)n2)cc1,1,0.2,-1,16,6,5,2,5,-3,-1
CC(C)C(=O)NNC(=O)c1ccccn1,2,0.8,0,-3,4,5,-3,-8,11,-1
COc1ccccc1Cc1noc(-c2cc(Cl)ccc2OC)n1,0,-1.0,-2,-4,4,-5,-6,-4,-8,-3
COc1ccccc1-c1cnc(C(O)c2cc(C)ccc2C)[nH]1 (centres undefined),2,0.2,-2,-1,2,-2,1,4,x,-4
CCN(CC)C(=O)/C(=C/c1ccc(F)cc1)NC(C)=O,0,-1.2,-5,-5,-5,-1,1,3,4,-4
Cc1nc(SCC(=O)NC2CCCCC2C)c(C#N)c(C)c1C (centres undefined),4,3.8,-2,-2,-11,-2,-3,-4,-4,-3
C#CCOc1c(/C=C\c2nc(O)c([N+](=O)[O-])c(=O)[nH]2)cc(Br)cc1OC,-4,-1.5,1,6,-4,5,20,-4,-8,3
Cc1c(NC(=O)CSc2nnc(N)s2)c(=O)n(-c2ccccc2)n1C,0,2.1,-2,-6,2,-1,-3,13,0,1
CC(OC(=O)CNS(=O)(=O)c1ccc(C#N)cc1)C(=O)Nc1cccc(C#N)c1 (centres undefined),0,1.0,-2,-2,-4,-3,-3,19,1,2
CN(CC(=O)N1CCCCC1)S(=O)(=O)c1ccc(Cl)cc1,0,2.7,-5,6,0,0,-4,9,-1,4
CCN(CC)C(=O)COc1ccc(N(C)S(=O)(=O)c2ccc(NC(C)=O)cc2)cc1,-3,-0.5,4,0,-4,-2,-2,13,2,-2
N#CCCN1CCN(C(=S)c2ccc(-c3cc(Cl)ccc3Cl)o2)CC1,0,2.6,-2,-11,-7,97*,0,5,-23,4
COc1ccc(NC(=O)COC(=O)c2cccc(S(=O)(=O)N(C)C)c2)cc1,0,0.4,-4,17,0,7,-2,4,-3,-1
O=C(NCc1ccc(F)cc1)Nc1nnc([C@@H]2C[C@H](O)[C@@H](CO)O2)s1,-3,0.1,-3,-3,-6,4,1,-8,x,0
CSc1nnc(-c2cccs2)n1-c1ccccc1,-4,2.7,0,8,-8,0,-2,2,2,-3
CCCn1nc(NS(=O)(=O)c2ccccc2[N+](=O)[O-])c2cc3ccccc3nc21,-5,-3.4,-1,1,9,-5,32,-7,2,1
O=C1NC(Cc2ccccc2)c2nc3cc(Cl)ccc3c(=O)n2-c2ccccc21 (centres undefined),-4,-1.0,-1,9,-10,9,3,-1,x,-7
C[C@H](NC(=O)c1ccco1)C(=O)N1CCCC1,0,0.2,-3,7,2,-1,2,4,0,5
COc1ccc(C(=O)N/N=C(/C)c2cccc(NC(=O)c3ccccc3F)c2)cc1,4,1.2,-3,-4,-11,1,-3,12,3,-3
CCOc1ccc(NC(=O)CC2C(=O)N(c3ccccc3)C(=O)N2Cc2ccco2)cc1 (centres undefined),2,1.8,-3,2,-3,3,4,-3,5,2
N=C1C(c2ccccc2)=C(O)CN1CCO,2,0.4,-1,-5,7,12,-1,16,5,-2
Cc1ccc(C)c(C(=O)NC(C)CCc2ccccc2)c1 (centres undefined),-1,-1.2,-1,3,-6,0,-8,-13,-5,-1
CN(c1ccc(OCC(=O)OCC(=O)NCc2ccco2)cc1)S(=O)(=O)c1ccc2ccccc2c1,6,0.3,2,8,-1,0,3,-6,-15,8
O=S1CC/C(=N\O)c2ccccc21 (centres undefined),-7,-0.2,-2,10,2,1,-2,16,-1,3
CCOC(=O)[C@]12CCCC=C1N(CCC1=CCCCC1)C(=O)[C@H](CC(=O)N1CCSCC1)C2,-9,-0.4,-2,0,-2,4,1,-2,x,-2
CC(C)CNC(=O)/C=C/C=C/c1ccc2c(c1)OCO2,-11,-2.1,3,8,-3,1,-1,7,-7,9
Cc1ccccc1-c1noc(CCC(=O)NCc2ccco2)n1,1,-1.3,-2,-19,9,-5,7,6,4,2
CC(OC(=O)CNS(=O)(=O)/C=C/c1ccccc1)C(=O)Nc1ccc(S(=O)(=O)N2CCCC2)cc1 (centres undefined),1,-1.3,-1,3,-8,-8,7,0,-12,0
CCOc1cc(N2CCOCC2)c(OCC)cc1NC(=O)COC(=O)c1cc(C)oc1C,1,-0.1,1,8,1,14,0,2,6,8
COc1cc(OC)cc(C(=O)NCCCNC(=O)c2cccnc2)c1,-1,1.9,-2,-10,-1,4,-2,13,4,0
COCCn1cc(C(=O)NCCCOC(C)C)c2c3ccccc3n(C)c2c1=O,2,-1.7,1,-15,0,-3,-7,2,6,-3
COc1ccc(C(CNc2ncnc3sc(C)c(C)c23)N(C)C)cc1 (centres undefined),1,0.9,-3,-10,-2,-10,-4,16,5,-25
CCn1c(CSc2nnc3ccccn23)nc2cc(C(=O)O)ccc21,6,-1.1,-3,-17,40*,-1,-7,-6,37*,1
CC(=O)OCC(C)n1[nH]c2ccccc2c1=O (centres undefined),9,-1.0,-5,3,9,9,-1,11,x,0
O=C(NNC(=S)Nc1cccc2ccccc12)c1cccc(Br)c1,3,-2.5,-1,-4,4,0,66*,0,-6,6
Cc1ccc(NC(=O)C(C)N2C(=O)C3C4CC(C(Br)C4Br)C3C2=O)cc1 (centres undefined),-1,1.1,-1,5,-15,4,13,11,-5,0
CC(C)c1ccc(NC(=O)C2Cc3c(-c4cccc(C(N)=O)c4)ccnc3O2)cc1 (centres undefined),0,-0.3,-1,-2,-8,2,5,9,x,0
O=C(/C=C/c1ccccn1)c1cc(Cl)cc(Cl)c1O,3,2.6,0,-7,14,-1,12,-11,-1,0
CC1CCCCC12NC(=O)N(CC(=O)OCc1cccc(F)c1)C2=O (centres undefined),-5,-1.6,0,-6,-6,-1,-2,-19,0,-1
Cc1ccc(C(=O)N/C(=C\c2ccc(-c3ccc(Cl)cc3)o2)C(=O)NCCCN(C)C)cc1,1,-3.0,6,-2,5,-2,5,-3,x,-3
C/C(=N\NC(=O)C1CCCN(S(=O)(=O)c2ccccc2)C1)c1cccnc1 (centres undefined),-1,1.2,-1,1,-4,-13,7,-4,-8,2
O=C(CN1CCN(c2ccc([N+](=O)[O-])cc2Cl)CC1)N1CCOCC1,8,-3.3,-5,8,0,6,-5,-20,x,1
Nc1c(-c2ccc(Cl)cc2)cnn1-c1cccc([N+](=O)[O-])c1,2,-0.6,2,-7,1,-1,1,14,0,2
CCc1cc2c(SCC(=O)NC3CC3)ncnc2s1,-2,-0.3,5,-1,-6,0,3,-3,1,-3
CSc1ncccc1C(=O)Nc1ccncc1,0,-2.2,-2,9,9,1,-2,6,-3,4
COc1cccc(C(=O)OCC(=O)c2ccc(S(=O)(=O)N3CCCCC3)cc2)c1OC,4,-1.9,-2,-10,-8,2,4,9,-7,1

# A draw from above in order of formula weight, largest number first:
SMILES,Rev-erbA mod,PG9 binder,SMARCA2 activ,ASAP1 inh,ABHD4 inh,GC-B act,rCAG binder,ARFGAP1 inhibitor,HTRA1 inhibitor,NPR1 activator
CC(C)c1ccc(NC(=O)C2Cc3c(-c4cccc(C(N)=O)c4)ccnc3O2)cc1 (centres undefined),0,-0.3,-1,-2,-8,2,5,9,x,0
CCn1c(CSc2nnc3ccccn23)nc2cc(C(=O)O)ccc21,6,-1.1,-3,-17,40*,-1,-7,-6,37*,1
CSc1ncccc1C(=O)Nc1ccncc1,0,-2.2,-2,9,9,1,-2,6,-3,4

# Additional entries follow:
SMILES,Rev-erbA mod,PG9 binder,SMARCA2 activ,ASAP1 inh,ABHD4 inh,GC-B act,rCAG binder,ARFGAP1 inhibitor,HTRA1 inhibitor,NPR1 activator
Cc1ccc(-n2c(SCC(=O)N/N=C/c3ccccc3C(=O)O)nnc2-c2ccc(Cl)cc2)cc1,-3,0.6,4,-14,-8,1,20,-1,-24,-4
COc1ccc(-c2ccc(NCCN3CCOCC3)nn2)cc1OC,4,-1.8,-3,1,2,-2,-2,9,-1,1
COc1ccccc1N(CC(=O)NC1CCCC1)C(=O)CCC(=O)Nc1ccccn1,8,-0.1,0,-1,-3,-1,-9,-3,4,1
CNC(=O)C1=C(C)n2c(nc3ccccc32)NC1c1ccc(OC)cc1 (centres undefined),0,0.1,-1,11,8,-2,5,-6,0,0
CCOC(=O)CCCCNCc1ccccc1,-8,-1.3,-4,-5,8,-5,0,11,2,4
COc1cc(/C=C2\S/C(=N/S(=O)(=O)Cc3ccccc3)NC2=O)c([N+](=O)[O-])cc1OC,-6,0.6,-2,14,5,0,78*,10,-5,-3
O=C(O)CNC(=O)c1ccc(NC(=O)/C(=C/c2ccccc2)NC(=O)c2ccccc2)cc1,-4,1.3,0,4,-2,2,6,5,0,1
O=C(O)CCc1ccc(-c2cccs2)n1CC(=O)Nc1ccccc1C(F)(F)F,-3,-3.4,-5,10,-9,-2,8,-10,3,-1

# Assay outcomes as filed in PubChem.
